OX1R antag-1 – OX1R (human) antagonism. inhibition, % at 6.6 µM. AID 485270. OX1R-expressing cells, FRET antagonist read-out. hit rate 1.8% among 330,000; in the data active means inhibition mostly above about 38%, no sharp cut-off; inactive means mostly below about 40%;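 further: 0% = agonist challenge alone and 100% = reference antagonist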
Target sequence (O43613 whole entry, looked up): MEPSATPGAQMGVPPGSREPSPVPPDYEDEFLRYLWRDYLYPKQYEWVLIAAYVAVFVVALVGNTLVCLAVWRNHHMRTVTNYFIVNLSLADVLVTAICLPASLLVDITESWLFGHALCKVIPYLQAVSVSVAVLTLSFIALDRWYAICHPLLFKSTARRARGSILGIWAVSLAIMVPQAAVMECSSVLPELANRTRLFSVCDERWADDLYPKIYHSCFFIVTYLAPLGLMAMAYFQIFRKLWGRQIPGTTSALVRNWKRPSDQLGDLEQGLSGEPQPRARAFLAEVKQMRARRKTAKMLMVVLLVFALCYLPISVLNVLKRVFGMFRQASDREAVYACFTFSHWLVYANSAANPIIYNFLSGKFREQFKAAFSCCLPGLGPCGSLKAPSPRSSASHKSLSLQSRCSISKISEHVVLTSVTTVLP
OX1R antag-2 – human HCRTR1 antagonism; CHO/OX1R cells, Fluo-8 calcium fluorescence, orexin A; inhibition, % at 5 µM; hit rate 0.43% among 330,000; AID 434989;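 active means inhibition above its plate's threshold, mean inhibition of all tested compounds on the plate plus 3 SD, cut at about 37% in these data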;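 further: 0% = orexin A challenge wells and 100% = SB-334867-A antagonist wells; not every result past the cut was called active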
* hit, by the source's call.

SMILES	OX1R antag-1	OX1R antag-2
CC(C)(C)[C@H]1C=C(C(=O)NC2CC2)O[C@@H](OCc2ccc(CO)cc2)C1	28	-4
CC(CN1CCCCC1)OC(=O)c1cc2ccccc2o1 (configuration not stated)	11	-6
O=C(CSc1nnc(NC(=O)c2ccccc2F)s1)NCc1ccc(F)cc1	27	-7
CCN(CC(=O)NCc1ccc(Cl)cc1)C(=O)CSc1cc(C)ccc1C	25	-35
CCCc1cc(C(=O)Nc2c(C)n(C)n(-c3ccccc3)c2=O)no1	14	-8
O=C(COC(=O)Cn1cnc2ccccc2c1=O)NCCC1=CCCCC1	6	-20
CCOC(=O)c1c(NC(=O)COC(=O)c2cnccn2)sc(C)c1C	3	-24
O=C(NNC(=O)c1ccc(S(=O)(=O)N2CCCCC2)cc1)c1ccc(F)cc1	14	-17
Cc1cc(C)n(-c2cc(N3CCN(S(=O)(=O)c4ccc5ccccc5c4)CC3)ccc2[N+](=O)[O-])n1	12	-2
O=C(CNC(=O)c1ccc(Br)o1)NNC(=O)c1n[nH]c(=O)c2ccccc12	12	-21

Shown as comma-separated lines: entries from further up
SMILES,OX1R antag-1,OX1R antag-2
CCCc1cc(C(=O)Nc2c(C)n(C)n(-c3ccccc3)c2=O)no1,14,-8
CCN(CC(=O)NCc1ccc(Cl)cc1)C(=O)CSc1cc(C)ccc1C,25,-35
CC(C)(C)[C@H]1C=C(C(=O)NC2CC2)O[C@@H](OCc2ccc(CO)cc2)C1,28,-4
O=C(NNC(=O)c1ccc(S(=O)(=O)N2CCCCC2)cc1)c1ccc(F)cc1,14,-17
CCOC(=O)c1c(NC(=O)COC(=O)c2cnccn2)sc(C)c1C,3,-24

The list goes on:
SMILES	OX1R antag-1	OX1R antag-2
Cc1ccc2c(c1)N(CCC(=O)NCc1ccccn1)C(=O)CO2	6	-8
CC(=O)N(c1ccc(C)cc1)C1C=CS(=O)(=O)C1 (configuration not stated)	10	-14
Cc1c(Cc2ccccc2)sc(NC(=O)C(C)(C)C)c1C(N)=O	19	-31
O=C(O)c1ccc2c(c1)ncn2C1CCCCCC1	13	10
O=C(NN1C(=O)c2ccccc2NC1c1ccc([N+](=O)[O-])o1)c1ccc([N+](=O)[O-])cc1 (configuration not stated)	16	-3
Cc1ccc(Cc2cc(-c3ccc(C)cc3)n[nH]c2=O)cc1	4	-24
COc1ccc(N2CCN(C(CNC(C)=O)c3ccco3)CC2)cc1 (configuration not stated)	5	-27
Cc1ccc(NC(=O)c2ccc(CSc3nnc(C)s3)cc2)c(C)c1	15	-23
CNc1nc2c(C)cccn2c(=O)c1C=NCc1ccccc1	22	0
COc1ccc(Cl)cc1NC(=O)CCN1CCN(Cc2ccccc2)CC1	11	-27
COCc1cc(=O)c2ccccc2o1	6	-6
COc1ccc(CNC(=O)C(C)OC(=O)CO/N=C(\C)c2ccc3c(c2)OCO3)cc1 (configuration not stated)	37	-19
CCN(CCCNC(=O)c1nn(C)c2c1CS(=O)(=O)c1ccccc1-2)Cc1ccccc1	4	-9
Cc1c(C)c2c(OCC(=O)NCc3ccccn3)cc3c(c2oc1=O)CCC(C)(C)O3	15	-45
CCN(CC(=O)Nc1ccc(NC(C)=O)cc1)CC(=O)Nc1ccc(Cl)c(Cl)c1	1	-13
CC(C)(C)c1ccc(NC(=O)CSc2nnc(-c3n[nH]c4ccccc34)o2)cc1	13	-30
COc1ccc(S(=O)(=O)c2ccccc2)cc1NS(=O)(=O)c1cccc(C(=O)O)c1	2	0
O=C(Nc1nc(-c2ccccc2)cs1)c1ccc(Br)o1	65	-27
Cc1ccc(OCC(=O)NC2CCS(=O)(=O)C2)c([N+](=O)[O-])n1 (configuration not stated)	34	-1
COCCNC(=O)Cn1cc(C(=S)N2CCOCC2)c2ccccc21	12	-15
Cc1ccccc1C(=O)Nc1ccnn1C1CCN(Cc2cccnc2)CC1	17	-20
CCN(CC)S(=O)(=O)c1cccc(NC(=O)CCNC(=O)c2ccccc2Cl)c1	21	-7
CCN(Cc1nc2cc(Cl)ccc2c(=O)[nH]1)C(=O)c1nn(C)c(=O)c2ccccc12	38*	-15
CCn1c(SCC(=O)c2cc(C)n(CC3CCCO3)c2C)nc2ccccc21 (configuration not stated)	77*	-21
CC(C)n1cnc2cc(NC(=O)c3ccco3)ccc21	17	-2
O=C(NNC(=O)c1c(O)c2ccccc2[nH]c1=O)c1ccccc1	5	-13
COc1ccc(C)cc1-n1nnnc1SCc1csc(C)n1	6	-17
COCn1c(-c2ccc(OC)c(OC)c2)nc2ccccc21	15	-20
CCc1ccccc1N1CSC2=C(C#N)C(c3ccccc3F)CC(=O)N2C1 (configuration not stated)	13	-16
COc1ccc(C2(C(=O)Nc3ccc(S(=O)(=O)Nc4nc(C)cc(C)n4)cc3)CCCC2)cc1OC	-2	-13

Single records (already shown). Screens in order: OX1R antag-1, OX1R antag-2
Record of O=C(CNC(=O)c1ccc(Br)o1)NNC(=O)c1n[nH]c(=O)c2ccccc12 = 12, -21
Record of O=C(NN1C(=O)c2ccccc2NC1c1ccc([N+](=O)[O-])o1)c1ccc([N+](=O)[O-])cc1 (configuration not stated) = 16, -3
Record of COc1ccc(N2CCN(C(CNC(C)=O)c3ccco3)CC2)cc1 (configuration not stated) = 5, -27
Record of CCn1c(SCC(=O)c2cc(C)n(CC3CCCO3)c2C)nc2ccccc21 (configuration not stated) = 77*, -21

(listing goes on)
SMILES	OX1R antag-1	OX1R antag-2
CCOc1ncccc1C(=O)OC(C)C(=O)Nc1ccc(N2CCOCC2)cc1 (configuration not stated)	0	-25
CSc1ccccc1NC(=S)NCc1ccc(Cl)cc1	43	-24
CCCCCC#CCN1CCN(C23CC4CC(CC(C4)C2)C3)CC1	-2	-19
O=C(Nc1nn[nH]n1)c1ccc(S(=O)(=O)N2CCCCC2)cc1	12	-14
COc1cc(-c2nc(C(=O)NC3CCN(Cc4ccccc4)CC3)cc3c2[nH]c2ccccc23)cc(OC)c1OC	4	-19
O=C(NCc1ccncc1)C(=O)NCC(c1ccccc1)c1ccccc1	14	-40
O=C(CN1C(=O)NC2(CCCC2)C1=O)Nc1ccccc1	6	4
CC(C)(C)c1cc(NCc2ccccn2)n2ncc(-c3ccccc3)c2n1	20	-33
Cc1ccc(CNC(=O)CNC(=O)[C@@H]2Cc3ccccc3CN2)cc1	8	5
O=C(O)c1ccccc1NCc1ccco1	6	-6

Exported in CSV form: entries from further up.
compound,OX1R antag-1,OX1R antag-2
CCOc1ncccc1C(=O)OC(C)C(=O)Nc1ccc(N2CCOCC2)cc1 (configuration not stated),0,-25
CSc1ccccc1NC(=S)NCc1ccc(Cl)cc1,43,-24

Further records follow:
SMILES	OX1R antag-1	OX1R antag-2
CC(=O)Nc1ccc(Nc2nc(-c3sc(C)nc3C)cs2)cc1	-4	-35
Cc1ccc(S(=O)(=O)Nc2cccc(/C=C/C(=O)O)c2)cc1	4	-4
O=C1C2CC=C(Cl)CC2C(=O)N1c1ncn[nH]1 (configuration not stated)	11	1
Cc1ccc(S(=O)(=O)Nc2c(C)nc3nc(C)[nH]n3c2=O)c(C)c1	4	-5
Cn1cnnc1SCc1ccc(C#N)cc1	12	4
O=C(Cc1c(Cl)cccc1Cl)OCC(=O)N1CCc2ccccc2C1	14	-19
Cc1c(Cc2ccccc2)c(=O)oc2cc(OCC(=O)NCc3ccccn3)ccc12	14	-17
CC/C(=N\NC(=O)c1nnn(-c2nonc2N)c1-c1cccs1)c1ccccc1	12	-5
Cc1ccc(NC(=O)CCS(=O)(=O)c2cccc3nonc23)c(Cl)c1	57	-22
COc1ccc(OC)c(-n2c(CN3CCC(C(N)=O)CC3)nc3ccccc3c2=O)c1	10	15
CCN(CC)CCNC(=O)Cn1cnc2sc(C)c(S(=O)(=O)N3CC(C)CC(C)C3)c2c1=O (configuration not stated)	15	-19
Cc1ccc2cc(CN(CCCN(C)C)C(=S)NCc3ccccc3)c(=O)[nH]c2c1C	9	-21
O=C(c1cccc(NS(=O)(=O)c2ccccc2)c1)N1CCN(c2ccccc2)CC1	10	-17
CCOC(=O)C(CCc1nnc(N)s1)C(=O)OCC	-4	-18
O=C(CSc1ncnc2ccccc12)Nc1cccc(S(=O)(=O)N2CCCC2)c1	31	19
CC(C)(Oc1ccc(Cl)cc1)C(=O)NCCN1C(=O)S/C(=C/c2cccnc2)C1=O	25	-49
O=C(CSc1nnc(-c2cccs2)n1C1CC1)NCC1CCCO1 (configuration not stated)	4	1
CCCN(CCC)CCSc1nc(O)c(C(C)C)c(=O)[nH]1	10	-14
COc1ccc(OC)c(NC(=S)NCc2cccnc2)c1	6	-8
O=C(OCCN1C(=O)c2ccccc2C1=O)c1cc2ccccc2o1	-2	-1
Fc1ccccc1CCNc1c2c(nc3ncnn13)CCCC2	29	3
Cc1ccc(C)c(S(=O)(=O)N2CCCOC2CNC(=O)C(=O)NCc2ccccc2)c1 (configuration not stated)	43	-18
O=C(Nc1ccc(N2CCCC2)cc1)c1ccccc1F	18	-9
NC(=O)c1nsc(C(=O)N(c2cccc(F)c2)C(C(=O)NCC2CCCO2)c2ccc3ncccc3c2)c1N (configuration not stated)	-1	-21
COc1ccc(S(=O)(=O)N2CCN(C)CC2c2ccccc2)cc1 (configuration not stated)	3	-18
C=C(C)Cn1c(-c2ccncc2)n[nH]c1=S	5	-7
CCN(CC(=O)N1CCCCCC1)S(=O)(=O)c1ccc(C)cc1	1	-18
CN1CCN(/N=C/c2c3ccccc3c(Cl)c3ccccc23)CC1	-5	-8
Cc1cnc(C(=O)OCc2nc3ccccc3o2)cn1	-1	-4
O=C(N=C1N=C2C=CC=CN2Cc2ccccc21)c1ccc(S(=O)(=O)N2CCCC2)cc1	7	-25
CCN(CC)c1ccc(C(=O)OCC(=O)Nc2cccc(S(=O)(=O)NC3=NCCCCC3)c2)cc1	-5	-16
O=C(NNC(=O)c1c(F)cccc1F)c1ccccc1OC(F)(F)F	8	-12
O=C1CN(C(=O)CNCc2ccccc2)c2ccccc2N1	11	-6
CCOC(=O)C1=C(C)NC(SCC(N)=O)=C(C#N)C1c1ccccc1 (configuration not stated)	10	-11
O=C(CSc1nnc(-c2cccnc2)s1)Nc1ccc(C(=O)O)cc1	8	-10
Cc1cccc(NC(=O)CCC2CCN(C(=O)C3CC=CCC3)CC2)c1 (configuration not stated)	7	-20
N#CN=C1SCCS1	16	-17
Cc1ccc(NC(=O)CSc2nnc(-c3ccncc3)n2C)cc1C	14	-4
O=C(C1CC1)N1CCc2sccc2C1c1ccc(Cl)cc1 (configuration not stated)	2	-24
O=C(O)c1ccc(CNC(=O)C23CC4CC(CC(C4)C2)C3)cc1	19	-6
COc1ccccc1NC(=O)Cn1nnc(C(=O)NCCc2ccccc2)c1N	7	-14
O=C(Nc1nnc(-c2ccc(Cl)cc2)o1)c1ccc(N2C(=O)CCC2=O)cc1	10	-19
O=C(NC1CCCC1)C1C2C=CC(C2)C1C(=O)N1CCOCC1 (configuration not stated)	5	3
COc1cccc(CCNC(=O)c2ccc(OC)c(OC3CCN(C(C)C)CC3)c2)c1	9	-12
Cc1ccc(CN(c2ccc(C(=O)Nc3ccc4c(c3)OCO4)cc2)S(C)(=O)=O)cc1	-1	-13
COc1ccc(OCC(=O)Nc2ccccc2Cl)cc1	24	-13

Compound activity deposited in PubChem BioAssay by The Scripps Research Institute Molecular Screening Center.
